Rab9 promoter act = qHTS Assay for Rab9 Promoter Activators; Potency, µM (highest dose often 9.22 µM), inactives show at the top dose activation, negative = inhibition, hits mostly activators; Huh7 Rab9 promoter-luciferase reporter, luminescence, 24 h; hit rate 2.8% among 320,000; AID 485297, 2010; also: potency is read from the fitted curve at half-maximal effect; % of control where 0% means no effect; nearly all actives have a fitted effect of over 60% in size
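Rab9 promoter-driven luciferase in stably transfected Huh7 cells; 1500 cells/well rested 2 h, exposed to compound in DMSO for 24 h at 37 °C, 5% CO2. Luminescence read 10 min after adding luciferase reagent at ambient temperature.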
Gal4-VP16 FLuc = VP16 counterscreen qHTS for inhibitors of ROR gamma transcriptional activity; AID 2546, 2010; Potency, µM (series often up to 53.6 µM), for inactives: at the top dose activity, negative = inhibition, hits mostly inhibitors; hit rate 3.5% among 310,000; Drosophila S2 Gal4-VP16 UAS-luciferase, luminescence, 20 h;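 also: Gal4-VP16 expression switched on by copper sulfate through the metallothionein promoter; potency is read from the fitted curve at half-maximal effect; % is scaled to controls: 0 for no effect and ±100 for the full control effect; nearly all actives have a fitted effect of over 50% in size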
FLuc counter = qHTS profiling assay for firefly luciferase inhibitor/activator using purifed enzyme and Km concentrations of substrates (counterscreen for miR-21 project) | Luciferin 4-monooxygenase (Photinus pyralis), P08659 | purified FLuc, Km substrates, luminescence inhibition | Potency, µM (doses to about 57.5 µM), without a hit: at the top dose activity change, negative = inhibition, most hits filed as inhibitors | hit rate 6.9% among 360,000 | AID 588342, 2011;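 also: potency is read from the fitted curve at half-maximal effect; plate controls were vehicle for no effect and reference inhibitor for full effect; nearly all actives have a fitted effect of over 55% in size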
Target sequence (P08659 whole entry, looked up): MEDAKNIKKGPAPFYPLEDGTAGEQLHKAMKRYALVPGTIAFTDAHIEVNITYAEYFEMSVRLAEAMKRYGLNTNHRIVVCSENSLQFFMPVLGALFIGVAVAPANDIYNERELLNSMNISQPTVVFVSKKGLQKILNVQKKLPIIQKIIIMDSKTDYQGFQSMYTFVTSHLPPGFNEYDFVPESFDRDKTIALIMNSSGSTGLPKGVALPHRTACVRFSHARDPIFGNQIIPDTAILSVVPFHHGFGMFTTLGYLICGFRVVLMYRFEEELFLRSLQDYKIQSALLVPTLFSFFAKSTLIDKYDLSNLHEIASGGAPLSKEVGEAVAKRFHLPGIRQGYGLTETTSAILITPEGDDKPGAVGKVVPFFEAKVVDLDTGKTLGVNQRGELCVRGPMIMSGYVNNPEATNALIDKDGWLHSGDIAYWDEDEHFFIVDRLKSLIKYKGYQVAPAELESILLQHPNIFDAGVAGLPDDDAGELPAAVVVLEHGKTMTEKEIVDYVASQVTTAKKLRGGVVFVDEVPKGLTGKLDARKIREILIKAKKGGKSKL
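Biochemical qHTS of compounds, final roughly 60 µM downward over six points, against 10 nM purified firefly luciferase using Km concentrations of substrates (10 uM D-luciferin, 10 uM ATP) in Tris acetate pH 7.5 buffer; luminescence output.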
PKM2 act = qHTS Assay for Activators of Human Muscle isoform 2 Pyruvate Kinase. Potency, µM (doses to about 57.5 µM), for inactives: at the top dose activation, actives largely listed as activators. Pyruvate kinase PKM (Homo sapiens), P14618. hit rate 0.34% among 260,000. AID 1631, 2009. purified PKM2, Kinase-Glo ATP luminescence, activation; response scale: 0% is enzyme alone, no compound; also: potency is read from the fitted curve at half-maximal effect; % is scaled to controls: 0 for no effect and ±100 for the full control effect; nearly all actives have a fitted effect of over 55% in size
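Kinase-Glo luminescence reports ATP generated from ADP (0.1 mM) and PEP (0.5 mM) by purified hPK-M2 after 1 h at room temperature, pH 7.2 imidazole buffer; intermediate enzyme activity allows detecting inhibitors and activators.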
NPC1 prom act = qHTS Assay for NPC1 Promoter Activators; Huh7 NPC1 promoter luciferase reporter, 24 h; Potency, µM (doses to about 9.22 µM), inactives show at the highest dose activation, usual class: activators; hit rate 2.4% among 320,000; AID 485313, 2010;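 also: potency is read from the fitted curve at half-maximal effect; % of control where 0% means no effect; nearly all actives have a fitted effect of over 60% in size; reporter is driven by a mutant NPC1 promoter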
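Luciferase expression driven by the NPC1 promoter was measured in stably transfected Huh7 cells after a 24 h compound incubation, using a luciferase reagent and a luminescence read.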
Menin MLL FP TR = qHTS Assay for Inhibitors Targeting the Menin-MLL Interaction in MLL Related Leukemias: Competition With Texas Red Labeled MLL-derived Mutant Peptide; O00255; Menin + Texas Red MLL mutant peptide, fluorescence polarization; Potency, µM (series often up to 61.6 µM), for inactives: at the highest dose FP activity change, negative = inhibition, actives largely listed as inhibitors; hit rate 0.23% among 270,000; AID 1768, 2009; active = well fitted inhibition curve with a large enough effect in the polarisation, with a control signal flat, not every such curve was filed as active; inconclusive = small, poorly fitted or top-dose-only effect, or effect the other way, or a change in a side signal; inactive = no such curve, though single readings can be large or run the other way; the % refers to the polarisation; also: potency is read from the fitted curve at half-maximal effect; % of control where 0% means no effect; many of its hits are not listed in these tables
BRCA1 expr act = qHTS Assay to Identify Small Molecule Activators of BRCA1 Expression. Potency, µM (highest dose often 46.1 µM), inactives show at the top dose activation, actives largely listed as activators. hit rate 1.1% among 380,000. MCF7-BRCA1-FFLuc reporter, luminescence, 48 h; response scale: scaled: vehicle 0%, 10 µM genistein 100%; also: potency is read from the fitted curve at half-maximal effect; nearly all actives have a fitted effect of over 80% in size; some results filed as inactive show a strong effect at the top dose
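48 h compound treatment of MCF7-BRCA1-FFLuc cells (phenol-red free MEM, 37 °C), then 15 min with luciferase substrate and luminescence imaging.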
RORgamma inh = qHTS for inhibitors of ROR gamma transcriptional activity; Nuclear receptor ROR-gamma (Mus musculus), P51450; Drosophila S2 Gal4-RORgamma UAS-luciferase reporter, 20 h; Potency, µM (titrated, usually from 53.6 µM), for inactives: at the top dose activity change, negative = inhibition, actives largely listed as inhibitors; hit rate 5.4% among 310,000; also: potency is read from the fitted curve at half-maximal effect; % is scaled to controls: 0 for no effect and ±100 for the full control effect; nearly all actives have a fitted effect of over 60% in size
Target sequence (P51450 whole entry, looked up, the tested form may be a part): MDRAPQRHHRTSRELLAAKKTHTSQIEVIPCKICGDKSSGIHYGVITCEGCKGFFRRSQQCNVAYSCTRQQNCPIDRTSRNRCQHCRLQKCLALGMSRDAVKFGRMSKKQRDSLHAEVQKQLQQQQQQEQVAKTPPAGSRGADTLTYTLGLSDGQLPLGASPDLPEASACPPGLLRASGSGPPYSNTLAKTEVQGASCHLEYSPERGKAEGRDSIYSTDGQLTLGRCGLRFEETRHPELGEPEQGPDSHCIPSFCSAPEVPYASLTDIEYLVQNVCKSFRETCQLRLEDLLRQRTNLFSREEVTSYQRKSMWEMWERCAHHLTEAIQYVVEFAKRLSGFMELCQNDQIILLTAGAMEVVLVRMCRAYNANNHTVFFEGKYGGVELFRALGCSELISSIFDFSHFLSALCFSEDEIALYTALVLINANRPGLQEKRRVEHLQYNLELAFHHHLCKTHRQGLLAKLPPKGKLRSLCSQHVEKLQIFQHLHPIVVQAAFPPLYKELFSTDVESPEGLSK
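Compounds are pin-transferred onto Drosophila Schneider cells expressing a copper-inducible Gal4–ROR gamma transactivation domain fusion. After 1 hr, copper sulfate is added to 700 uM final; luciferase is read 20 hr later.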
ELG1 genotoxic = qHTS screen for small molecules that induce genotoxicity in human embryonic kidney (HEK293T) cells expressing luciferase-tagged ELG1; HEK293T ELG1-luciferase reporter, luminescence, 16 h; Potency, µM (series often up to 46 µM), for the others: top-dose activity change, positive = activation, actives largely listed as activators; hit rate 1.3% among 330,000; AID 504466, 2011; also: potency is read from the fitted curve at half-maximal effect; % of control where 0% means no effect; nearly all actives have a fitted effect of over 60% in size
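HEK293T cells expressing luciferase-tagged ELG1 were exposed to compound or DMSO vehicle for 16 hr at 37 °C and 5% CO2. Luciferase activity was then measured with ONE-Glo after 30 min at room temperature.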
p53 reactivator = qHTS assay for re-activators of p53 using a Luc reporter. H1299 p53-A138V BP100-luciferase reporter, luminescence, 24 h. Potency, µM (series often up to 92.2 µM), inactives show at the highest dose activity change, positive = activation, actives largely listed as activators. hit rate 0.063% among 320,000; also: potency is read from the fitted curve at half-maximal effect; % of control where 0% means no effect; nearly all actives have a fitted effect of over 45% in size
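p53-null H1299 cells stably carrying temperature-sensitive p53-A138V and a BP100-luciferase reporter were pinned with compounds (4-point, 1:5 series) and held 24 hrs at 37 deg C. Luminescence was read 10 min after detection reagent.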
Giardia kill = Small Molecules that selectively kill Giardia lamblia: qHTS | Giardia lamblia trophozoite viability | activity change, % at 7.66 µM, hits read low | hit rate 0.15% among 340,000 | AID 540267, 2011; in the data active = activity change below about -80%; inconclusive = between about -30% and that limit;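 also: parasites exposed to compound for two days anaerobically before the ATP read; % is scaled to controls: 0 for no effect and ±100 for the full control effect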
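Luminescent ATP signal served as the viability read-out, measured 15-30 min after adding ATP detection reagent to trophozoites that had been incubated with compounds for 48 hrs at 37 deg C anaerobically at 100 cells/well.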
* = called active by the depositor; ? = inconclusive; · = no result given; & = joins results of further samples; [ ] = dose if it differs, or a comment. Unless noted, calls follow the shape of the dose curve; as a rule, active = well fitted curve in the direction sought with a large enough effect; inconclusive = small, poorly fitted or top-dose-only effect, or another doubt; inactive = no such curve, though single readings can be large; an effect the other way counts as inactive or inconclusive. Not all compounds are listed. The share of hits here may be higher or lower than overall.

SMILES	Rab9 promoter act	Gal4-VP16 FLuc	FLuc counter	PKM2 act	NPC1 prom act	Menin MLL FP TR	BRCA1 expr act	RORgamma inh	ELG1 genotoxic	p53 reactivator	Giardia kill
CSc1ccc(/C=C/C(=O)NC23CC4CC(CC(C4)C2)C3)cc1	16%	-14%	13µM*	-2%	15%	-1%	11µM*	-37%	?	?	-7
CC(C)CC(=O)NC(=S)Nc1sc2c(c1C(N)=O)CCC2	?	-1%	?	0%	?	2%	55%	12%	?	5%	0
COc1ccc(NC(=O)N2CCC(NC(=O)c3ccco3)CC2)cc1	1%	7%	1%	1%	7%	0%	-10%	-12%	3%	-1%	-7
O=C(N/N=C/c1ccc([N+](=O)[O-])cc1)c1cnccn1	?	-13%	?	-6%	16%	·	19%	23%	9%	12%	-2
CC(=O)Nc1ccc(CN2CCN(CC(C)C)C(CCO)C2)cc1 (configuration not stated)	2%	-4%	-1%	-4%	-2%	2%	2%	11%	3%	1%	-1
c1ccc(Cn2nnc3c(NCc4ccc5c(c4)OCO5)ncnc32)cc1	-9%	2%	-1%	17%	-13%	·	-24%	-1%	13%	-1%	-7
COc1ccccc1/C=C(/C(=O)OCC(N)=O)c1ccccc1	-2%	-2%	-5%	-8%	4%	-9%	2%	-16%	1%	-14%	-17
Cc1ccc(-n2cc3c(=O)n(C)c(=O)n(C)c3c2)cc1C	27%	3%	?	14%	28%	-21%	0%	-2%	0%	7%	12
COC(=O)c1ccccc1NC(=O)CSc1nnc(Cc2ccc(Cl)cc2)o1	-10%	-5%	3%	0%	0%	22%	2%	19%	5%	-14%	-1
COc1ccc(CCC(=O)Nc2cnc3ccccc3c2)cc1	-3%	-11%	?	0%	0%	-6%	92%	-2%	2%	·	-9
CCC(=O)N1CCc2cc(Br)cc(S(=O)(=O)C3(C(=O)OC)CC3)c21	-1%	-8%	7%	6%	-1%	5%	-34%	10%	-4%	1%	0
COc1ccc(NC(=O)C(CCS(C)(=O)=O)N2C(=O)c3ccccc3C2=O)cc1 (configuration not stated)	0%	-2%	6%	0%	-1%	0%	0%	16%	6%	-1%	-4
CCCNS(=O)(=O)/C=C/c1ccccc1	2%	7%	-1%	0%	-2%	0%	2%	-3%	0%	10%	-17
O=C(C1=C[C@H](C2CC2)C[C@H](OCc2ccc(CO)cc2)O1)N1CCN(Cc2ccccc2)CC1	-1%	-5%	0%	0%	-3%	?	-10%	27%	-9%	-7%	6
CCc1cc(=O)oc2cc(C)cc(OC(C)C(=O)NCCN3CCOCC3)c12 (configuration not stated)	-4%	2%	2%	·	-3%	·	-13%	-13%	1%	-2%	-3
COC(=O)c1cc(COC(=O)c2nc3nc(C)cc(C)n3n2)oc1C	0%	9%	1%	15%	-2%	0%	10%	-1%	-2%	0%	-21
COc1ccc(/C=N/Nc2ccc(C(F)(F)F)cc2[N+](=O)[O-])cc1	1%	-7%	-2%	-1%	0%	7%	-35%	3%	-1%	3%	5
CC(=O)C1=C(C)N(Cc2ccccc2)C(=O)N[C@@H]1c1cccc(C(F)(F)F)c1	1%	0%	-1%	3%	-1%	-1%	0%	11%	3%	2%	-8
OCCNCc1cc(Br)ccc1OCc1ccc(F)cc1	-8%	-7%	-2%	-5%	-7%	?	2%	16%	-11%	-3%	9
CN1CCN(c2ccc(Cl)cc2NC(=O)c2ccc(S(=O)(=O)N(C)C)cc2)CC1	2%	10%	1%	-1%	0%	5%	-5%	?	1%	-2%	8
COC(=O)c1ccc(-n2nnnc2SCC(=O)N2CCCCC2)cc1	-3%	1%	1%	-3%	0%	-1%	10%	32%	-3%	2%	5
CCC(=O)N1CCC2(CC1)Oc1ccc(F)cc1C(=O)C21CC(c2ccc(Cl)cc2)=NO1 (configuration not stated)	-11%	-3%	-2%	2%	-9%	·	-24%	32%	-8%	-3%	2
Cc1ccc(C(=O)C(C)Sc2nnc(N)s2)cc1 (configuration not stated)	16%	4%	-16%	0%	9%	-6%	-8%	-10%	12%	6%	-12
COc1ccc(Cl)cc1C1=CC(=O)C[C@H](c2ccc(F)cc2)C1	-2%	·	-2%	·	7%	·	56%	·	-3%	-5%	2
CCOCc1c(C(=O)OCC(=O)/C(C#N)=C(\C)N)oc2ccccc12	0%	7%	-4%	0%	4%	14%	6%	5%	-5%	0%	-18

More records follow.
SMILES	Rab9 promoter act	Gal4-VP16 FLuc	FLuc counter	PKM2 act	NPC1 prom act	Menin MLL FP TR	BRCA1 expr act	RORgamma inh	ELG1 genotoxic	p53 reactivator	Giardia kill
O=C(NN1C(=O)c2ccccc2NC1c1ccco1)c1ccc(Br)cc1 (configuration not stated)	28%	0%	-7%	10%	24%	5%	83%	?	14%	8%	14
C#CCN(Cc1ccccc1)S(=O)(=O)C=C	-2%	·	1%	·	-4%	·	-1%	·	-1%	?	14
C=CCNC(=O)c1ccccc1NC(=O)COc1ccc(OC)cc1	-1%	-1%	-1%	-14%	1%	-5%	-58%	36%	0%	-9%	-1
Cc1ccc(N(Cc2ccc(C(=O)NCCSc3ccccn3)cc2)S(C)(=O)=O)cc1C	-4%	-8%	-2%	24%	1%	1%	-4%	31%	-8%	2%	-6
CC1CN(CC(O)COc2ccc(C(C)C)cc2)CC(C)O1 (configuration not stated)	-12%	17%	-1%	-3%	2%	-1%	2%	0%	2%	-18%	-6
CC(=O)Nc1ccc(-n2c(C)ccc2-c2ccccc2)cc1	-8%	5%	-2%	·	-4%	68%[activator]	-20%	-6%	-3%	?	33[activator]
CCOc1ccc(-c2c[n+](=O)c3c(n2[O-])CCCC3)c(OCC)c1	-9%	0%	0%	-7%	-1%	-4%	4%	-11%	-1%	-10%	-6
CCCCC12CN3CCN(CC(C3)/C1=N\NC(=O)c1ccccc1N)C2	-1%	-4%	3%	2%	-3%	-1%	9%	-6%	3%	28%	3
c1ccc2c3n(nc2c1)CCCCO3	2%	·	-8%	·	6%	·	8%	·	4%	8%	14
Cc1cnc(C(=O)OC(C)C(=O)Nc2ccc(Oc3ccccc3)cc2)cn1 (configuration not stated)	-2%	·	-7%	·	-7%	·	11%	·	3%	5%	-12
COC(=O)/C(=C/c1cccc([N+](=O)[O-])c1)NC(=O)c1ccc(OC)cc1	1%	-9%	-20%	-2%	1%	-8%	31%	-2%	9%	?	-1
Cc1nc(N2CCN(C(c3ccccc3)c3ccccc3)CC2)[nH]c(=O)c1C	-7%	3%	1%	-6%	-9%	1%	-1%	-2%	0%	8%	-14
CCc1ccc(OC)c(S(=O)(=O)Nc2ccc(Cc3ccncc3)cc2)c1	-24%	2.2µM*	-3%	-5%	-16%	14%	-37%	?	-14%	-9%	2
Cc1ccnc(NC(=O)CNC(=O)c2sc3ccccc3c2Cl)c1	28%	·	12µM*	·	28%	·	?	·	10µM*	?	-20
CCOc1ccc2nc(NCCO)[nH]c2c1	-3%	2%	1%	3%	0%	8%	1%	-12%	1%	5%	0
COCCn1c(=NC(=O)C(C)(C)C)sc2cc([N+](=O)[O-])ccc21	6%	19%	-14%	2%	1%	-14%	61%	27%	1%	27%	6
CCc1ccc2nc3nc(C)cc(C)c3c(N)c2c1	-8%	-27%	?	-9%	-6%	-18%	-76%	-23%	10%	?	-4
N=C1/C(=C\c2ccc(-c3ccc(C(=O)O)cc3)o2)C(=O)N=C2SC=C(c3ccccc3)N12	2%	0%	?	?	-6%	·	-7%	17%	-10%	1%	-10
Cc1ccc(NC(=O)CNS(=O)(=O)c2ccc(F)cc2)cc1C	-10%	9%	-9%	-1%	-2%	-11%	-19%	?	-6%	15%	-14
COc1cccc(NC(=O)CCS(=O)(=O)c2ccc3c(c2)oc(=O)n3C)c1	-1%	-12%	0%&1%	·	-4%	·	10%	3%	0%	0%	3
CC(C)CCN1NC2(CCC(C)CC2)NC1=S (configuration not stated)	-1%	?	-3%	6%	-1%	·	-13%	7.1µM*	-4%	3%	-1
O=C(NCCc1ccco1)C(=O)NCC1OCCCN1S(=O)(=O)c1cc(F)ccc1F (configuration not stated)	6%	-2%	2%	9%	3%	·	-8%	16%	1%	-2%	-17
O=C(OCc1cc(Cl)ccc1OC(F)F)c1ccc([N+](=O)[O-])o1	0%	-8%	2%	3%	1%	?	·	19%	-7%	7%	·
